# Assay outcomes as filed in PubChem BioAssay.
# IP6K1 inh = IP6K1 kinase inhibition; Q92551; IP6K1 kinase, ADP-Glo luminescence, 2 h; hits give low values; activity change, % (series mostly up to about 58 µM); 140,000 tested, 0.81% active; in the data active = activity change below about -25%
#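 ADP-Glo luminescence measures ADP made by human IP6K1 during a 2 h RT reaction with ATP/IP6 (mix at 1.3 mM/130 uM); top library doses 57.5 and 19.1 uM final.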
# Luciferase inh = Photinus pyralis luciferase inhibition; P08659; purified P. pyralis luciferase, luminescence, biochemical; Potency, µM (titrated, usually from 115 µM), for the others: at the top dose activity change, negative = inhibition, most hits filed as inhibitors; 76,000 tested, 2.5% active; note: potency is the fitted concentration of half-maximal effect; nearly all actives have a fitted effect of over 65% in size
# Target sequence (P08659 whole entry, looked up): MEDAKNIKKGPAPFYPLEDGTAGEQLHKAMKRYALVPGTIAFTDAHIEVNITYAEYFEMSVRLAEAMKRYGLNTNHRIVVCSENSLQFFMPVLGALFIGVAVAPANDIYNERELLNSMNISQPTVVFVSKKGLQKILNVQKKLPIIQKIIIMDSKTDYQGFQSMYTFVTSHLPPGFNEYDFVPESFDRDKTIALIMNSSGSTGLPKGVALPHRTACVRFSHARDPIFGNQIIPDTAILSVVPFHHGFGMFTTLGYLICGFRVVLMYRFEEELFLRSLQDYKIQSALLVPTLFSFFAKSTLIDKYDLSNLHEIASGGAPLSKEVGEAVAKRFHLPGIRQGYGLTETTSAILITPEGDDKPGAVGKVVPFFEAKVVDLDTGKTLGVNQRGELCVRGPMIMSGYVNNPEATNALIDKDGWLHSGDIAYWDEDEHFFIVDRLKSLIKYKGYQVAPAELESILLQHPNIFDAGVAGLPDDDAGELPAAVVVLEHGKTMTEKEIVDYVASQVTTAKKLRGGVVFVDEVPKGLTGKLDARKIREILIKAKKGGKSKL
#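 Biochemical qHTS: compound (6-point titration) added to 10uM D-luciferin plus 10uM ATP in Tris acetate pH 7.5 buffer with Mg, Tween-20 and BSA, then purified enzyme at 10nM; light output imaged.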
# 3T3 cytotox = NIH 3T3 cell cytotoxicity; Potency, µM (top dose mostly 96.7 µM), for inactives: at the top dose activity change, negative = cytotoxicity, hits mostly inhibitors; NIH 3T3 viability, CellTiter-Glo ATP luminescence, 48-72 h; 94,000 tested, 4.3% active; note: potency is the fitted concentration of half-maximal effect; nearly all actives have a fitted effect of over 55% in size
#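 Viability of NIH 3T3 cells after 48 or 72 hr compound treatment at 37 °C was assessed by CellTiter-Glo, with luminescence imaged following a 10 min room-temperature step.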
# HEK293 tox = cytotoxic compounds in HEK 293 cells | HEK 293 viability, ATP luminescence (CellTiter-Glo), 48-72 h | AID 1345083 | Potency, µM (titrated, usually from 115 µM), inactives show at the top dose activity change, negative = cytotoxicity, actives largely listed as inhibitors | 94,000 tested, 6.6% active; note: potency is the fitted concentration of half-maximal effect; nearly all actives have a fitted effect of over 60% in size
#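 250 HEK 293 cells/well; compound by pintool; incubated 48 or 72 hr at 37 degree Celsius; CellTiter-Glo added, 10 min RT, luminescence imaged.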
# HEK293 viab = counter-screen for SNCA expression inhibitors: cell viability; Potency, µM (highest dose often 57.1 µM), for inactives: top-dose activity change, negative = cytotoxicity, usual class: cytotoxic; HEK-293-SNCA-luc viability, GF-AFC fluorescence, 24 h; 150,000 tested, 0.12% active; AID 1671193;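 note: potency is the fitted concentration of half-maximal effect; 0% = DMSO-treated cells and -100% = medium-only wells without cells; nearly all actives have a fitted effect of over 30% in size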
#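 Cytotoxicity counterscreen: after 24 h compound treatment of genome-edited SNCA-luciferase HEK-293 cells, live-cell protease substrate GF-AFC read by fluorescence after 30 min; activity scaled between DMSO (0%) and medium-only (-100%), curves Hill-fitted.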
# GPT2 inhibitor = blocks human glutamate pyruvate transaminase 2; Q8TD30; Recombinant GPT2, coupled pyruvate oxidase/HRP Amplex Red fluorescence; Potency, µM (highest dose often 57.7 µM), inactives show top-dose activity change, negative = inhibition, most hits filed as inhibitors; 100,000 tested, 0.25% active; note: potency is the fitted concentration of half-maximal effect; nearly all actives have a fitted effect of over 60% in size; many of its hits are not listed in these tables
# Target sequence (Q8TD30 whole entry, looked up): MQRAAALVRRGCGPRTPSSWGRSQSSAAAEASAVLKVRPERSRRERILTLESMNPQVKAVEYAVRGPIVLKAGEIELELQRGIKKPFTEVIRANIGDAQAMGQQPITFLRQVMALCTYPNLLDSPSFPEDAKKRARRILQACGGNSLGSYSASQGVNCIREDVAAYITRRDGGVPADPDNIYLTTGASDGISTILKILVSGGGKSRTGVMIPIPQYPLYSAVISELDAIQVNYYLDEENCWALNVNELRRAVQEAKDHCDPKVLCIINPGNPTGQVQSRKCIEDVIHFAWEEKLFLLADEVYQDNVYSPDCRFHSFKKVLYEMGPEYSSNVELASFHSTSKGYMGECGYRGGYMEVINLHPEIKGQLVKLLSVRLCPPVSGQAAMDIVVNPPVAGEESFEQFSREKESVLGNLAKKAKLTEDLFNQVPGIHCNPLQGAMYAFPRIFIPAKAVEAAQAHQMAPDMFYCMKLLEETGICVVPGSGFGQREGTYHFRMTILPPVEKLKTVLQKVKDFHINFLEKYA
#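 Fluorescence of coupled pyruvate oxidase/HRP/Amplex Red system (50uM Amplex, 30 min, dark) reports pyruvate formed by GPT2. Enzyme reaction: 10ng/uL GPT2, 2mM L-alanine, 250uM a-KG, 30 min room temperature, pH 7.5; 50uM AOA control.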
# SNCA expr inhib = inhibitors of alpha-synuclein (SNCA) gene expression; HEK-293 SNCA-luciferase knock-in, luminescence, 24 h; Potency, µM (doses to about 57.2 µM), for the others: at the highest dose activity change, negative = inhibition, usual class: inhibitors; 140,000 tested, 0.17% active; AID 1671194;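 note: potency is the fitted concentration of half-maximal effect; plate controls were DMSO cells for no effect and cell-free wells for full effect; nearly all actives have a fitted effect of over 45% in size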
# * hit, by the source's call; i = inactive; ? = inconclusive; . = no result given; [ ] = dose if it differs, or a comment. Unless noted, calls come from the whole dose curve; as a rule, active = well fitted curve in the direction sought with a large enough effect; inconclusive = small, poorly fitted or top-dose-only effect, or another doubt; inactive = no such curve, though single readings can be large; an effect the other way counts as inactive or inconclusive. Unless noted, % is set by controls: 0 for no effect and ±100 for the full control effect. These rows are one share of the data; count on the stated rates, not on these rows.
SMILES,IP6K1 inh,Luciferase inh,3T3 cytotox,HEK293 tox,HEK293 viab,GPT2 inhibitor,SNCA expr inhib
CCOc1ccc(C(=O)N2CCC([C@@H]3CNC[C@H]3CO)CC2)cc1OCC,2,-2%,-1%,4%,3%[12.5 µM],i,22%
Cc1ccc(-n2nc(C)c3c(C(=O)Nc4ccccc4C(F)(F)F)cc(C)nc32)cc1,19,.,.,.,7%,.,9%
CN1CCC2(CCC1=O)CN(C(=O)Cn1cccnc1=O)CCN2C (stereo not drawn),0,0%,-9%,1%,4%,-12%,4%
Fc1ccc(-c2cc(-c3nc(-c4cccc(Cl)c4)no3)[nH]n2)cc1,6,.,.,.,7%,.,13%
CN1CCC(OC2CCN(C(=O)c3cccc(F)c3)CC2)CC1,-14,-8%,-16%,-13%,9%,i,5%
Cc1cccnc1NC(=O)Cn1nc2c(cc1=O)CCCCC2,0,-12%,-3%,-7%,1%,-1%,?
COC1=CC(=O)C=C(C)C12Oc1c(Cl)c(OC)cc(OC)c1C2=O (stereo not drawn),-3,.,.,.,-29%,i,.
Cc1ccc(Nc2ccnc(N3CCC(NC(=O)c4ccccc4Cl)CC3)n2)cc1,-12,.,40µM*,45µM*,-16%,0%,13%
CC(C)C1CN(C(=O)C(=O)c2ccco2)CCC(=O)N1CC1CC1 (stereo not drawn),6,3%,-9%,-2%,-2%,-11%,?
CC[C@@]1(O)CCN(c2nc(N)c3cc(OC)c(OC)cc3n2)C[C@H]1O,11,6%,?,?,-10%,i,-18%
Cc1ccc(C(=O)NCC(c2ccc3c(c2)OCO3)N2CCOCC2)cc1C (stereo not drawn),9,.,.,.,-16%,.,-6%
COC[C@@H]1[C@H](C(=O)Nc2cc(OC)ccc2OC)CCC(=O)N1C,0,-12%,-16%,-8%,-4%,i,6%
Cc1ccc(Cn2cc(-c3ccncc3)cc2C(=O)N(C)Cc2ccccc2)cc1,-6,0%,?,?,?,-4%,-26%
O=C(C[C@H]1NC(=O)c2ccccc2NC1=O)NCCn1c(=O)c(=O)[nH]c2ccccc21,-3,9%,i,15%,1%,3%,2%
COc1ccc(CC(=O)Nc2ccc([C@@H](O)[C@H]3COCC(=O)N3Cc3ccccc3OC)cc2)cc1,-3,-3%,?,?,1%,i,-15%
O=C1NCCOCCCN(S(=O)(=O)c2ccccc2)[C@H]2CCC[C@@H]12,8,-3%,0%,5%,13%,-9%,-1%
COc1ccc(-c2nc(C3CC3)nc3c2CN(C(=O)c2ccccc2F)CC3)cc1,-1,.,28µM*,-10%,-7%,i,28%
CCOc1ccccc1N1CCN(c2ncncc2-c2nc(-c3ccccc3)no2)CC1,-5,-22%,?,?,-4%,i,3%
O=C(Nc1cccn2nc(C3CCC3)nc12)c1cccc(F)c1,13,0%,-12%,40µM*,-23%,3%,20%
O=C(c1cc(F)ccc1F)N1CCC(N2CC3CC(C2)[C@H]2CCCC(=O)N2C3)CC1 (stereo partly drawn),4,1%,i,-2%,4%,i,-1%
COc1ccc(-c2cc(C[C@@H]3C[C@H](NCc4ccncc4)C3(C)C)no2)cc1,5,13%[172 µM],?,?,-19%[87.6 µM],2%[88.5 µM],-16%[87.6 µM]
O=[S+]([O-])(c1ccccc1)N1CCN(Cc2ccccc2-c2cccnc2)CC1,8,.,?,35µM*,-2%[12.5 µM],2%,35%[activator]
Cc1nn(CCNC(=O)c2cn(CCN)nn2)c(C)c1Cl,18,0%,-9%,3%,-2%,i,5%
CC(C)c1nc(-c2ccc(C(=O)N[C@@H]3COCC[C@@H]3OCC3CC3)cc2)no1,-5,5%,-4%,-19%,-4%,i,-21%
CNC(=O)[C@@H]1C[C@H](n2cc(CNC(=O)Nc3ccc(C)c(Cl)c3)nn2)CN1,5,-17%,i,i,-1%,-10%,4%
O=[S+]1([O-])c2cccnc2OC(COc2ccccc2)CN1C1Cc2ccccc2C1 (stereo not drawn),4,.,?,?,9%[23.9 µM],0%[27.3 µM],11%[25.6 µM]
CNC(=O)Nc1ccc(C)n(CC(=O)N2CCN(c3ccccc3OC)CC2)c1=O,-11,11%,i,4%,-2%,i,1%
COc1ccc(N2Cc3c(ncnc3N3CCN(Cc4ccccc4)CC3)N(C)CC2=O)cc1,-10,-6%,-27%,-4%,-3%,1%,1%
COc1cc(OC)cc(C(=O)Nc2ccc3oc(-c4cccc5c(Br)cccc45)nc3c2)c1,17,.,.,.,3%,.,-4%
COC(=O)c1sccc1S(=O)(=O)N(CC(=O)Nc1ccccc1F)c1ccccc1,26,.,.,.,-6%,.,32%[activator]
COC(=O)[C@H](NC(=O)[C@@H]1C[C@@H](NC(=O)CSC)CCN1S(=O)(=O)c1ccc(OC)cc1)C(C)C,-14,-7%,-1%,2%,-3%,-5%,3%
COc1cc(C2C(C(=O)Nc3ccc(Cl)cc3)=C(C)Nc3nc(SC)nn32)cc(OC)c1OC (stereo not drawn),13,.,.,.,-6%,.,15%
COc1ccc(S(=O)(=O)N(CC(=O)NC(C)c2ccccc2)c2ccc(C)cc2)cc1OC (stereo not drawn),-33*,.,.,.,2%,.,6%
O=C(c1ccccn1)C1CCCN(c2ncncn2)C1 (stereo not drawn),12,6%,-4%,2%,-4%,-8%[11.5 µM],-4%
O=C(Cc1c[nH]c2ncc(-c3ccccc3)cc12)N1CC[S+](=O)([O-])CC1,-13,?,?,-1%[172 µM],0%[87.6 µM],5%[88.5 µM],15%[87.6 µM]
COc1ccc(-c2nc(-c3ccccc3)nc3c2CN(C(=O)C2CCCC2)CC3)cc1,-6,-8%,?,35µM*,2%,i,13%
O=C(Nc1ccccc1)Nc1ccc([C@@H](O)[C@H]2COCC(=O)N2Cc2cccnc2)cc1,1,-17%[172 µM],-12%[138 µM],i,1%[87.6 µM],-4%[88.5 µM],21%[87.6 µM]
COc1ccc(NC(=O)c2sc3nc4c(cc3c2N)CCCCCC4)cc1,24,.,.,.,-7%,.,96%[activator]
COc1ccc(CCNS(=O)(=O)c2cc(-c3cc(C)no3)ccc2OC)cc1OC,20,.,.,.,7%,.,14%
CCOc1cccc(-c2noc(-c3nnn4c3COC(c3ccc(OC)cc3)C4)n2)c1 (stereo not drawn),-14,-1%,-6%,-17%,6%,5%,10%
CNC(=O)CCn1ncc2cc(OCc3ccccc3-c3ccc(OC)cc3C)ccc21,-9,?,?,100µM*,-17%[87.6 µM],-2%[88.5 µM],-20%[87.6 µM]
O=C(Nc1c(C(=O)Nc2cccc(F)c2)oc2ccccc12)c1cc2ccccc2o1,-11,.,.,.,9%,.,53%[activator]
Cc1cnc(-c2cccnc2)n1CC1CCN(S(=O)(=O)Cc2ccccc2)CC1,6,-10%,-18%,?,-7%,i,53%[activator]
N#Cc1cccc(C(=O)N[C@H]2[C@H](O)[C@H](O)C[C@@H]2c2ccc(N3CCOCC3)nc2)c1,-1,-19%[172 µM],-27%[174 µM],-18%[172 µM],3%[87.6 µM],4%[88.5 µM],69%[activator][87.6 µM]
OCC1(CN2CCCC2)CCN(C/C=C/c2ccccc2)CC1,4,0%,?,35µM*,-15%,i,13%
COCC(=O)NC1CCN(Cc2cccc(-c3ccc(F)c(F)c3)c2)CC1,4,.,?,?,?,?,-15%
O=C(CSc1nnc2scc(-c3ccc(Cl)cc3)n12)Nc1ccc(F)cc1,3,.,.,.,3%,.,5%
Cc1c(C(=O)NCCN(C)C)oc2c1-c1nn(Cc3ccccc3Cl)cc1CC2,21,.,.,.,?,.,27%
COc1ccc(C(=O)N2CCC3(CC2)CC(OC)CCO3)cn1 (stereo not drawn),0,4%,-20%,-24%,5%[12.5 µM],i,20%
O=C(c1ccc(Cn2ccnc2)o1)N1CC[C@@H]2CN(Cc3ccccc3)[C@@H]2C1,-10,.,-1%,3%,16%,-10%,22%

# New compounds follow
SMILES,IP6K1 inh,Luciferase inh,3T3 cytotox,HEK293 tox,HEK293 viab,GPT2 inhibitor,SNCA expr inhib
CC1(c2ccccc2)N(Cc2cccnc2)C(=O)OC12CCN(C(=O)Cc1ccc3c(c1)OCO3)CC2 (stereo not drawn),-8,0%,?,-9%,4%,-21%,0%
CCc1nnc2ccc(NCc3ccccc3)nn12,7,1%,?,?,-6%,i,38%[activator]
CCOC(=O)C1CCN(C(=O)Cn2nc(C)n3c(cc4sccc43)c2=O)CC1,-9,.,.,.,8%,.,26%
Cc1cc(C)cc(NC(=O)c2cnc3sc(N4CCCC4)nn3c2=O)c1,31,.,.,.,11%,.,9%
COc1ccc(CCNC(=O)c2cc3c(s2)-c2ccccc2OC3)cc1OC,-1,.,.,.,1%,.,-4%
CC1=C(C(=O)Nc2ccccc2)C(c2ccc(C(=O)O)cc2)n2ncnc2N1 (stereo not drawn),-8,.,.,.,9%,.,?
Cc1ccc(CNC(=O)c2nnn(CC(=O)Nc3cc(C)ccc3C)c2N)cc1,0,.,.,.,18%,.,-10%

# 11 compounds out of the list, sorted by SMILES length, ascending.
SMILES,IP6K1 inh,Luciferase inh,3T3 cytotox,HEK293 tox,HEK293 viab,GPT2 inhibitor,SNCA expr inhib
CCc1nnc2ccc(NCc3ccccc3)nn12,7,1%,?,?,-6%,i,38%[activator]
Cc1cccnc1NC(=O)Cn1nc2c(cc1=O)CCCCC2,0,-12%,-3%,-7%,1%,-1%,?
OCC1(CN2CCCC2)CCN(C/C=C/c2ccccc2)CC1,4,0%,?,35µM*,-15%,i,13%
CN1CCC(OC2CCN(C(=O)c3cccc(F)c3)CC2)CC1,-14,-8%,-16%,-13%,9%,i,5%
Cc1ccc(C(=O)NCC(c2ccc3c(c2)OCO3)N2CCOCC2)cc1C (stereo not drawn),9,.,.,.,-16%,.,-6%
CC[C@@]1(O)CCN(c2nc(N)c3cc(OC)c(OC)cc3n2)C[C@H]1O,11,6%,?,?,-10%,i,-18%
O=[S+]1([O-])c2cccnc2OC(COc2ccccc2)CN1C1Cc2ccccc2C1 (stereo not drawn),4,.,?,?,9%[23.9 µM],0%[27.3 µM],11%[25.6 µM]
COc1ccc(-c2cc(C[C@@H]3C[C@H](NCc4ccncc4)C3(C)C)no2)cc1,5,13%[172 µM],?,?,-19%[87.6 µM],2%[88.5 µM],-16%[87.6 µM]
CC(C)c1nc(-c2ccc(C(=O)N[C@@H]3COCC[C@@H]3OCC3CC3)cc2)no1,-5,5%,-4%,-19%,-4%,i,-21%
CNC(=O)[C@@H]1C[C@H](n2cc(CNC(=O)Nc3ccc(C)c(Cl)c3)nn2)CN1,5,-17%,i,i,-1%,-10%,4%
N#Cc1cccc(C(=O)N[C@H]2[C@H](O)[C@H](O)C[C@@H]2c2ccc(N3CCOCC3)nc2)c1,-1,-19%[172 µM],-27%[174 µM],-18%[172 µM],3%[87.6 µM],4%[88.5 µM],69%[activator][87.6 µM]
